# Screens as filed in PubChem.
# GAA glycogen mod – inhibitors or activators of human alpha-glucosidase glycogen cleavage | recombinant GAA, glycogen substrate, Amplex Red glucose oxidase fluorescence | 300,000 tested, 0.38% active | AID 2100 | P10253 | Potency, µM (highest dose often 76.4 µM), for the others: at the highest dose activity change, negative = inhibition, usual class: inhibitors;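 also: 0% = full enzyme reaction and -100% = no-enzyme basal signal; the screen sought inhibitors and activators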
#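 Recombinant enzyme (4 nM final) with compounds titrated up to 77 uM and bovine liver glycogen (30 ug) in citrate pH 5.0, 0.01% Tween-20, 37 C 40 min. Released glucose detected by Amplex Red/glucose oxidase (Ex 573/Em 610); AC50 from Hill fits.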
# L3MBTL1 inh – L3MBTL1 (human) inhibition; Potency, µM (top dose mostly 57.1 µM), for inactives: at the highest dose activity, negative = inhibition, usual class: inhibitors; AlphaScreen L3MBTL1–H3K9me1 peptide binding; Q9Y468; AID 485360; 230,000 tested, 0.66% active; also: nearly all actives have a fitted effect of over 60% in size
# Target sequence (Q9Y468 whole entry, looked up): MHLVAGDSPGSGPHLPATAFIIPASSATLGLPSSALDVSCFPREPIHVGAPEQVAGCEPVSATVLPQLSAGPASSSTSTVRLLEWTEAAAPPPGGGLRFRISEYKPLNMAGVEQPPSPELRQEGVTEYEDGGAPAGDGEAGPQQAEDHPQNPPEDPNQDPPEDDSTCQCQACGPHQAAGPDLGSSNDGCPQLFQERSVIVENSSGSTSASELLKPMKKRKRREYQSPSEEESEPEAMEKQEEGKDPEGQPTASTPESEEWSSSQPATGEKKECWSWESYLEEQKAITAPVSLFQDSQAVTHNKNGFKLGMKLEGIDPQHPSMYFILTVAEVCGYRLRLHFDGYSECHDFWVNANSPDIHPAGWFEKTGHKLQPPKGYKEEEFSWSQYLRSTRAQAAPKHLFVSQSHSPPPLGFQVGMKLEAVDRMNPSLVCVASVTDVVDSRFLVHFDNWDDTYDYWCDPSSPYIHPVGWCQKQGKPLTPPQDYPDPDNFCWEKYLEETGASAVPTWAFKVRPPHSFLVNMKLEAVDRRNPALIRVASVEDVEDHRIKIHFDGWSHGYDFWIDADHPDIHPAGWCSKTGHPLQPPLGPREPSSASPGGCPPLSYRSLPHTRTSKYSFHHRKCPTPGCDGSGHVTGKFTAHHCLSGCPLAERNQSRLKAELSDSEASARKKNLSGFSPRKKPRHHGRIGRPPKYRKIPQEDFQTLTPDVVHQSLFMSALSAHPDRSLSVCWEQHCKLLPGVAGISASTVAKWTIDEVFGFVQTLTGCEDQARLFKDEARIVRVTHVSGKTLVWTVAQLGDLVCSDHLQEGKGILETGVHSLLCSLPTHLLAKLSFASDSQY
#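 First, the protein-peptide complex forms for 30 min at room temperature (L3MBTL1 50 nM, biotinylated H3K9me1 peptide 75 nM). Next, compounds are pin-transferred and incubated 30 min. Finally, AlphaScreen beads are added and read after 30 min.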
# * hit, by the source's call; ? = inconclusive; [ ] = another dose, or the depositor's remark. Calls follow the shape of the dose curve; as a rule, active = well fitted curve in the direction sought with a large enough effect; inconclusive = small, poorly fitted or top-dose-only effect, or another doubt; inactive = no such curve, though single readings can be large; an effect the other way counts as inactive or inconclusive. Unless noted, % is scaled to controls: 0 for no effect and ±100 for the full control effect; potency is read from the fitted curve at half-maximal effect. An excerpt, so the mix of outcomes need not match the whole.
SMILES,GAA glycogen mod,L3MBTL1 inh
COc1ccc(CN2CCC(N3CC(C)OC(C)C3)CC2)c(OC)c1OC (stereo unspecified),-9%[76.3 µM],4%
O=C(Cc1ccc(Br)cc1)NCCc1ccc(F)cc1,-8%[76.3 µM],17%
CC(=O)CSc1ccc(-c2nc3ccccc3[nH]2)cn1,-5%[76.3 µM],-3%[2.29 µM]
O=C(NCc1ccc(F)cc1)C1CCCN1C(=O)Nc1cccc(F)c1 (stereo unspecified),3%[76.3 µM],-5%
COCCCN1C2=C(C(=O)CC(C)(C)C2)C(c2ccc(O)c(OC)c2)C2=C1CC(C)(C)CC2=O,9%[76.3 µM],-1%
Cc1ccc(C)c(C(=O)Nc2ccncc2)c1,18%[76.3 µM],1%[2.29 µM]
COC(=O)C1=C(C)N(Cc2ccccc2)C(=NCc2cccc(C(F)(F)F)c2)N[C@H]1c1cccc(C(F)(F)F)c1,4%[76.3 µM],16%
COc1cccc(CN2CCN(C(=O)c3cccc(OC)c3)CC2)c1,-2%[76.3 µM],-4%
CC1CN(C(=S)Nc2ccc(Br)cc2)CC(C)O1 (stereo unspecified),5%[76.3 µM],-2%
C/C(=N\NC(=O)Cc1ccc(Cl)cc1)c1ccc(F)cc1,-2%[76.3 µM],-4%
Cc1ccc(S[C@@H](CCN2CC[C@H](NC(=O)OCc3ccccc3)CCC2=O)c2ccccc2)cc1,2%[76.3 µM],-3%
CC1(C)C(C(=O)O)N2C(=O)C(NC(=O)Cc3ccccc3)C2S1=O (stereo unspecified),-13%[76.3 µM],1%
Cc1ccc(C)c(NC(=O)CSc2nncn2C)c1,-10%[76.3 µM],-2%
O=[N+]([O-])c1ccc(-c2ccc(S(=O)(=O)N3CCOCC3)cc2)cc1,-9%[76.3 µM],-4%
COc1cccc(C2Nc3ccc4ccccc4c3C3=C2C(=O)CC(C)(C)C3)c1OCC(=O)O (stereo unspecified),-3%[76.3 µM],1%
CCc1nnc(N/N=C/c2cc(Br)c(O)cc2O)n1N,-8%[76.3 µM],-10%
CCOC(=O)/C=C/C(=O)Nc1ccc(S(=O)(=O)N2CCc3ccccc32)cc1,-14%[76.3 µM],-9%
O=C1C2C3C=CC(CC3)C2C(=O)N1c1ccc(Cl)cc1 (stereo unspecified),0%[76.3 µM],27%[2.29 µM]
COCCNC(=O)Cn1nc(-c2ccc(C)cc2)ccc1=O,0%[76.3 µM],1%
Nc1ccc(-c2nnn(CC(=O)N3CCCCC3)n2)cc1,14%[76.3 µM],1%
COc1cc(-c2c(-c3ccc4c(c3)OCO4)noc2C)ccc1F,-15%[76.3 µM],19%
CCC(COC)NC(=O)c1ccc(OC)c(OC2CCN(C(C)=O)CC2)c1 (stereo unspecified),-3%[76.3 µM],5%
O=C(NN=C1CCCC1)c1ccccc1O,4%[76.3 µM],-2%
Cc1cc(C)cc(N(CC(=O)NC(C)(C)C)C(=O)CCC(=O)Nc2nccs2)c1,-2%[76.3 µM],-5%
COC(=O)C1(Cc2cc(-c3ccc(OC)cc3OC)no2)CCN(C(=O)OC(C)(C)C)CC1,-9%[76.3 µM],-5%
Cn1c(=O)c2ccccc2n(Cc2cccc(F)c2)c1=O,-4%[76.3 µM],-3%
CN1CCN(S(=O)(=O)c2cc(C(F)(F)F)ccc2Cl)CC1,-14%[76.3 µM],2%
O=[N+]([O-])c1ccc(CNc2cccc(F)c2)s1,3%[76.3 µM],-5%
COc1ccc(NC(=O)C2CCCN(CCCc3ccccc3)C2)cc1OCC(C)C (stereo unspecified),7%[76.3 µM],-12%
Cc1ccc(NC(=O)CCN2CCOCC2)cc1C,7%[76.3 µM],9%
O=C(O)COc1ccc(/C=C/c2nc(-c3ccccc3O)n[nH]2)cc1,-2%[76.3 µM],?
CCOC(=O)CCC(=O)Nc1ccc(S(=O)(=O)Nc2cc(OC)nc(OC)n2)cc1,-4%[76.3 µM],-3%
C=Cn1cc[n+](CC(=O)c2cc(C(C)(C)C)c(O)c(C(C)(C)C)c2)c1,-7%[76.3 µM],1%
Cc1n[nH]c(C)c1CCCCOc1ccc([N+](=O)[O-])cc1,0%[76.3 µM],2%
CN1CCN(c2nc3c(c(=O)n(C)c(=O)n3C)n2Cc2ccc(Cl)cc2)CC1,11%[76.3 µM],0%[2.29 µM]
Cc1csc(NC(=O)c2ccc[nH]c2=O)n1,19%[76.3 µM],0%
Cc1ccc(C(=O)Nc2ncc([N+](=O)[O-])s2)cc1,6%[76.3 µM],3%
O=C(Nc1nc2c(F)cc(F)cc2s1)c1ccc([N+](=O)[O-])o1,-7%[76.3 µM],46%[activator]
CS(=O)(=O)c1ccc2nc(NC(=O)c3ccc(Cl)cc3)sc2c1,22%[76.3 µM],3%
COCCCn1c(=O)c2sccc2n(Cc2ccccc2)c1=O,1%[76.3 µM],1%
CN1CCCN(Cc2ccccc2Br)CC1,0%[76.3 µM],-13%
CCCc1ccc(-c2ccc(-c3noc(-c4ccncc4)n3)cc2)nc1,2%[76.3 µM],4%
CCCc1cc(=O)n2[nH]c(C)c(-c3ccc(OC)cc3)c2n1,-9%[76.3 µM],-1%
O=C1C2CCCN2C(=O)N1CCCCN1CCN(c2cccc(C(F)(F)F)c2)CC1 (stereo unspecified),-1%[76.3 µM],0%[2.29 µM]
COc1ccc(S(=O)(=O)Nc2ccc(C)cn2)cc1,16%[76.3 µM],-1%
O=C(CN1CCc2ccccc2C1)Nc1ccccc1C(F)(F)F,17%[76.3 µM],17%
Cc1c(C=O)c2ccccc2n1CCOc1ccccc1F,4%[76.3 µM],-1%
Cc1cccc(OCCCCn2c(CO)nc3ccccc32)c1,0%[76.3 µM],-5%
Cc1cc(C)nc(NS(=O)(=O)c2ccc(NC(=O)C(C)C)cc2)n1,-3%[76.3 µM],-4%[2.29 µM]
Cc1ccc(C(C)c2c(C)c([N+](=O)[O-])cc(C)c2[N+](=O)[O-])cn1 (stereo unspecified),-2%[76.3 µM],-6%
c1ccc(CCCOCCC2CO2)cc1 (stereo unspecified),12%[76.3 µM],1%
Cc1ccc2[nH]c3c(c2c1)CCCC3NC(=O)CCl (stereo unspecified),-4%[76.3 µM],0%[2.29 µM]
COc1ccc(C2(CNC(=O)c3ccc(N)cc3)CCCC2)cc1,8%[76.3 µM],2%[2.29 µM]
CC(=O)c1ccc(OC(=O)/C=C/c2ccccc2)cc1,-1%[76.3 µM],4%
Cc1cc(-c2nc3ccccc3c(=O)o2)ccc1[N+](=O)[O-],-3%[76.3 µM],3%
O=C1CN(c2ccccc2)C(=S)N1C(=O)c1ccc(Br)cc1,3%[76.3 µM],-5%
COC(=O)C1=C(C)N(Cc2ccccc2)C(=NCc2cc(OC)c(OC)c(OC)c2)N[C@H]1CCc1ccccc1,-10%[76.3 µM],-4%
COc1ccc(C(=O)Nc2ccccc2C(=O)Nc2cccc(C)n2)cc1,3%[76.3 µM],4%
CCOc1ccc2[nH]c3c(c2c1)CNCC3,-10%[76.3 µM],-3%
Cc1cccc(NS(=O)(=O)c2cc3c(cc2C)NC(=O)CO3)c1,14%[76.3 µM],4%
# Next results.
SMILES,GAA glycogen mod,L3MBTL1 inh
COc1ccccc1C(=O)Nc1sc2c(c1C(N)=O)CCCC2,0%[76.3 µM],-1%
CN1CCN(c2ccc(C(CC(N)=O)NC(=O)c3ccccc3)cc2[N+](=O)[O-])CC1 (stereo unspecified),-9%[76.3 µM],14%
O=C(c1ccccc1)c1ccc(Cn2cc(CCCO)nn2)cc1,2%[76.3 µM],-1%
CCC/C(O)=C1\C(=O)CC(C)(C)CC1=Nc1ccc(OC)cc1,15%[76.3 µM],0%
CCCOc1ccc(-c2csc3nc[nH]c(=O)c23)cc1,-7%[76.3 µM],-5%
Cc1ccc(S(=O)(=O)NCCCCCC(=O)NCCc2ccccc2)cc1,-5%[76.3 µM],1%
O=C(CCCc1ccccc1)NCCCc1ccccc1,-3%[76.3 µM],16%
O=C(CN1CCN(Cc2ccc(F)cc2)CC1)NCCc1ccccc1,19%[76.3 µM],4%[2.29 µM]
COC(=O)C1CCN(C(=O)/C=C/c2ccc3c(c2)OCO3)CC1,-17%[76.3 µM],-5%[2.29 µM]
CCOc1ccc(NC(=O)N(c2ccccc2)c2ccccc2)cc1,-2%[76.3 µM],-2%
Cc1ccc(C(=O)N2CCCc3ccccc32)c(F)c1F,-3%[76.3 µM],33%[activator][2.29 µM]
COc1ccc(/C=N/NC(=O)c2ccc3c(c2)OCO3)c(C(=O)O)c1OC,-10%[76.3 µM],-3%
CC12CCC(C(=O)N(CCCCN3CCN(c4ccccn4)CC3)C1=O)C2(C)C (stereo unspecified),5%[76.3 µM],-1%[2.29 µM]
CCN(CC)CCCNC(=S)N1CCN(c2nc(-c3ccc(F)cc3)cs2)CC1,-3%[76.3 µM],-6%
Nc1ccccc1C(=O)Nc1cccc2ccccc12,15%[76.3 µM],0%
CS(=O)(=O)N(CC(=O)NCCSCc1ccccc1Cl)c1ccccc1F,0%[76.3 µM],3%
NC(=O)CC(NC(=O)Cc1cccc2ccccc12)c1ccc(N2CCC(N3CCCCC3)CC2)c([N+](=O)[O-])c1 (stereo unspecified),10%[76.3 µM],5%
CCOC(=O)C1(CCOc2ccccc2)CCN(Cc2cc(OC)c(O)cc2Cl)CC1,2%[76.3 µM],-4%
COc1ccc(OCCn2ccnc2C)cc1,-7%[76.3 µM],2%
Cn1nc(C(=O)Nc2cccc(Cl)c2)cc1C(=O)Nc1cccc(Cl)c1,-1%[76.3 µM],0%
O=Cc1ccccc1-c1cn(CN2C(=O)c3ccccc3C2=O)nn1,-29%[76.3 µM],-5%
COc1cccc(CNC(=O)c2cc(S(=O)(=O)N3CCOCC3)cn2C)c1,-1%[76.3 µM],15%
COc1ccc(-c2noc(N3CCC(C(=O)NCc4ccc(Cl)cc4)CC3)n2)cc1,7%[76.3 µM],10%
O=C(O)c1ccc2c(c1)C(=O)N(CCc1ccccc1)C2=O,-1%[76.3 µM],-6%[2.29 µM]
O=C(COc1ccccc1Cl)NCc1ccccc1,-9%[76.3 µM],1%
O=C(Cc1ccc(F)cc1)Nc1nccs1,-6%[76.3 µM],-3%
Cc1cccc(NC(=O)c2c([N+](=O)[O-])cnn2C)c1,18%[76.3 µM],-2%
Fc1ccc(-[n+]2nc(Nc3ccccc3)sc2-c2cccc(Cl)c2Cl)cc1,-13%[76.3 µM],3%
CC(C)Nc1nc(Cl)nc(Nc2ccccc2)n1,5%[76.3 µM],3%
O=C(Nc1nc2c(Cl)ccc(Cl)c2s1)C1CC1,13%[76.3 µM],2%
COc1ccc(CCNC(=O)C(=O)NCC2OCCN2S(=O)(=O)c2ccc(OC)c(OC)c2)cc1 (stereo unspecified),?,38%[activator]
CN(C)CCNS(=O)(=O)c1ccc2c3c(cccc13)C(=O)N2,13%[76.3 µM],-12%
COc1ccc(/C=C/c2c(-c3ccc(OC)cc3)oc3ccc(-c4ccc(OC)cc4)cc23)cc1,5%[76.3 µM],-5%
Cc1cc(=O)oc2c(C)c(OCC(=O)c3ccccc3)ccc12,17%[76.3 µM],3%
CCc1ccc(NC(=O)C2CCN(C(=O)N3CCOc4ccccc43)CC2)cc1,16%[76.3 µM],6%
CC(=O)Oc1ccc2c(=O)oc(-c3ccccc3C)nc2c1,15%[76.3 µM],0%
CCCCCCCNC(=O)C1(CC2CC(c3ccc(Cl)cc3)=NO2)CCN(C(=O)c2ccccc2)CC1 (stereo unspecified),-11%[76.3 µM],1%

# Arranged by length of the SMILES (largest number first): part of the list above.
SMILES,GAA glycogen mod,L3MBTL1 inh
CCCCCCCNC(=O)C1(CC2CC(c3ccc(Cl)cc3)=NO2)CCN(C(=O)c2ccccc2)CC1 (stereo unspecified),-11%[76.3 µM],1%
C=Cn1cc[n+](CC(=O)c2cc(C(C)(C)C)c(O)c(C(C)(C)C)c2)c1,-7%[76.3 µM],1%
COc1ccc(-c2noc(N3CCC(C(=O)NCc4ccc(Cl)cc4)CC3)n2)cc1,7%[76.3 µM],10%
CCc1ccc(NC(=O)C2CCN(C(=O)N3CCOc4ccccc43)CC2)cc1,16%[76.3 µM],6%
Cc1cc(C)nc(NS(=O)(=O)c2ccc(NC(=O)C(C)C)cc2)n1,-3%[76.3 µM],-4%[2.29 µM]
COC(=O)C1CCN(C(=O)/C=C/c2ccc3c(c2)OCO3)CC1,-17%[76.3 µM],-5%[2.29 µM]
CN(C)CCNS(=O)(=O)c1ccc2c3c(cccc13)C(=O)N2,13%[76.3 µM],-12%
COc1ccc(C2(CNC(=O)c3ccc(N)cc3)CCCC2)cc1,8%[76.3 µM],2%[2.29 µM]
COc1ccccc1C(=O)Nc1sc2c(c1C(N)=O)CCCC2,0%[76.3 µM],-1%
CC(=O)c1ccc(OC(=O)/C=C/c2ccccc2)cc1,-1%[76.3 µM],4%
Cc1ccc2[nH]c3c(c2c1)CCCC3NC(=O)CCl (stereo unspecified),-4%[76.3 µM],0%[2.29 µM]
COc1ccc(S(=O)(=O)Nc2ccc(C)cn2)cc1,16%[76.3 µM],-1%
CC(C)Nc1nc(Cl)nc(Nc2ccccc2)n1,5%[76.3 µM],3%
CCOc1ccc2[nH]c3c(c2c1)CNCC3,-10%[76.3 µM],-3%
c1ccc(CCCOCCC2CO2)cc1 (stereo unspecified),12%[76.3 µM],1%
